High-throughput results (PubChem)
PAFAH1B3 FP inh = blocks human PAF acetylhydrolase 1B catalytic subunit 3; Q15102; recombinant PAFAH1B3, FP-rhodamine probe, fluorescence polarization; inhibition, % at 3.39 µM; 340,000 compounds, 0.28% hits; AID 492972;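 active means inhibition above the screen-wide average of all tested compounds plus 3 SD, cut at about 25% in these data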;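 further: 0% = enzyme with DMSO only and 100% = wells lacking PAFAH1B3 protein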
Target sequence (Q15102 whole entry, looked up): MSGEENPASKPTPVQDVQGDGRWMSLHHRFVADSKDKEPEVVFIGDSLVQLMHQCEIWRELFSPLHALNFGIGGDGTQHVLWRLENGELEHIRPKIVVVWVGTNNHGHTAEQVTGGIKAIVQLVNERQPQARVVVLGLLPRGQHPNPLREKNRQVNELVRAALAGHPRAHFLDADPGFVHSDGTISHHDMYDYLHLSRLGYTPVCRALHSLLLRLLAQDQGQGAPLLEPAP
PME-1 primary = blocks human protein phosphatase methylesterase 1 | recombinant PME-1, FP-Rh probe fluorescence polarization | AID 2130 | Q9Y570 | 320,000 compounds, 0.53% hits | inhibition, % at 5.9 µM;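 active means inhibition above the campaign mean of all compounds plus 3 SD, cut at about 26% in these data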;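 further: competitive labeling of PME-1 active site by serine hydrolase directed probe; 0% = PME-1 with DMSO and 100% = wells lacking PME-1 enzyme; inhibitors block probe labeling so polarization falls and inhibition rises; many of its hits are not listed in these tables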
Target sequence (Q9Y570 whole entry, looked up): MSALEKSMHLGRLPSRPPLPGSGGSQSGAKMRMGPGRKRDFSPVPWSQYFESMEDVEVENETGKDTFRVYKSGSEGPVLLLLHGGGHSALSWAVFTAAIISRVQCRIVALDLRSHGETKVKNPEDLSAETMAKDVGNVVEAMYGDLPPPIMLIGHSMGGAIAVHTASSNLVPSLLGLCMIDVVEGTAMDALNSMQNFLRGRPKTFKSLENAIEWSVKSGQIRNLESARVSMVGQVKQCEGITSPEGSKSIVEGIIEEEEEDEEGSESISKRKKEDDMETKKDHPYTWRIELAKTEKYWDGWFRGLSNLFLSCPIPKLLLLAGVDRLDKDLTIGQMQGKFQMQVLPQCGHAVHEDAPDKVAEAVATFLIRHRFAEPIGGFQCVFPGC
PAD4 FP inh = PAD4 (human) enzyme inhibition | 330,000 compounds, 0.41% hits | recombinant PAD4, RCA probe fluorescence polarization | inhibition, % at 6.36 µM | Q9UM07;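 active means percent inhibition above a cutoff equal to the mean of all tested compounds plus 3 SD, cut at about 15% in these data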;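 further: 0% = PAD4 with RCA probe and DMSO and 100% = probe without PAD4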
PAFAH1B2 FP inh = inhibitors of human PAFAH1B2; 340,000 compounds, 1.2% hits; recombinant PAFAH1B2, FP-rhodamine activity probe, fluorescence polarization; inhibition, % at 3.39 µM;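 active means inhibition above the mean of all tested compounds plus 3 SD, cut at about 24% in these data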;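 further: 0% = enzyme with DMSO and 100% = wells lacking PAFAH1B2; many of its hits are not listed in these tables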
Fam108B inh = Fam108B inhibition, counter-screen for RBBP9 inhibitors. recombinant Fam108B, FP-Rh probe fluorescence polarization. inhibition, % at 9.51 µM. 300,000 compounds, 0.33% hits;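 active means inhibition above the screen mean inhibition plus 3 SD, computed separately per campaign, cut at about 18% in these data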;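 further: inhibitors lower polarization as less probe binds the enzyme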
GSTO1 counter = counter-screen for RBBP9 inhibitors: inhibitors of human GSTO1; P78417; 300,000 compounds, 1.1% hits; AID 1974; inhibition, % at 5.96 µM; recombinant GSTO1, activity-based probe fluorescence polarization;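 active means inhibition above the campaign mean inhibition plus 3 SD, cut at about 35% in these data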;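 further: 0% = GSTO1-1 with DMSO and 100% = wells lacking GSTO1-1 enzyme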
Target sequence (P78417 whole entry, looked up): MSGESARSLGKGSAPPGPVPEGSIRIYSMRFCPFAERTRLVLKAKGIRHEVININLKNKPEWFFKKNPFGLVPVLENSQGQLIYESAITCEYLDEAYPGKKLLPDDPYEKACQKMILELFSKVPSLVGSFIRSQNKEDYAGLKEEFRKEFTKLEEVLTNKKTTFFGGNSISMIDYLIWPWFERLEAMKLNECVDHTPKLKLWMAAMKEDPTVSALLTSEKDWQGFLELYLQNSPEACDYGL
pPAFAH inh = pPAFAH (human) enzyme inhibition | Q13093 | inhibition, % at 3.39 µM | 330,000 compounds, 1.5% hits | AID 463082 | recombinant pPAFAH, FP-rhodamine probe fluorescence polarization;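 active means inhibition above the mean inhibition across the screen plus 3 SD, cut at about 25% in these data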;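 further: inhibitors block binding of the rhodamine activity-based probe so polarization drops; 0% = enzyme with DMSO and 100% = wells lacking pPAFAH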
PAFAH2 inh = PAFAH2 (human) inhibition; Q99487; recombinant PAFAH2, FP-rhodamine activity probe, fluorescence polarization; inhibition, % at 3.39 µM; 340,000 compounds, 0.99% hits; AID 492956;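 active means inhibition above the mean over all tested compounds plus 3 SD, cut at about 30% in these data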;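 further: inhibitors block probe labeling of enzyme so polarization drops; 0% = enzyme with DMSO and 100% = wells lacking PAFAH2 protein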
LYPLA1 counter = blocks human lysophospholipase 1, a PME1 counter-screen; recombinant LYPLA1, FP-Rh probe fluorescence polarization; inhibition, % at 5.9 µM; 320,000 compounds, 0.16% hits; AID 2174;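 active means inhibition above the mean of all tested compounds plus 3 SD, set per campaign, cut at about 14% in these data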;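 further: inhibitors block serine hydrolase probe labeling of LYPLA1 so polarization falls; 0% = enzyme with DMSO and 100% = wells lacking LYPLA1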
The depositor's hits bear a star; . = not tested or not shown.

| Structure | PME-1 primary | GSTO1 counter | pPAFAH inh | LYPLA1 counter | PAFAH1B2 FP inh | Fam108B inh | PAFAH1B3 FP inh | PAFAH2 inh | PAD4 FP inh |
| --- | --- | --- | --- | --- | --- | --- | --- | --- | --- |
| C[C@H](NC(=O)C1(c2ccccc2)CCN(C(=O)[C@H]2CSCN2C(=O)OC(C)(C)C)CC1)C(=O)O | 3 | 5 | -4 | -3 | 2 | 6 | 9 | 0 | -1 |
| O=C(CN(C(=O)c1csnn1)c1ccc(Cl)cc1)NCc1ccc2c(c1)OCO2 | 1 | 6 | -1 | -3 | 1 | 6 | 2 | -1 | -1 |
| O=C(Nc1ccc(-c2nc3ccccc3o2)cc1)c1ccc(N2C(=O)C3C4C=CC(C4)C3C2=O)cc1 (centres undefined) | -42 | -4 | -15 | -20 | -9 | -36 | -22 | -22 | 0 |
| CCOc1ccc(C(=O)N2CCCCCC2)cc1 | 1 | -3 | 4 | 0 | 1 | 3 | -4 | -5 | 0 |
| O=C(CC(Cc1ccccc1)C(=O)O)Nc1cccc(C(F)(F)F)c1 (centres undefined) | -1 | -5 | 2 | -3 | 0 | 0 | 5 | 9 | -2 |
| CC(=O)N1CCN(S(=O)(=O)c2cccc(C(=O)Nc3nccs3)c2)CC1 | 0 | 3 | 3 | -3 | -1 | -4 | -3 | -7 | 1 |
| CCCCNC(=S)NNC(=O)c1ccoc1C | -4 | 0 | 3 | -1 | -2 | -1 | -2 | -8 | -1 |
| NS(=O)(=O)c1ccc(CCNc2nc(CN3CCOCC3)nc3sc4c(c23)CCC4)cc1 | 3 | 3 | 3 | -2 | -1 | 2 | 2 | 2 | 0 |
| Cc1cc(C)cc(NC(=S)N(CCN(C)C)Cc2cccs2)c1 | 0 | 2 | 0 | 0 | 2 | -1 | 0 | 2 | -1 |
| CC(NC(=O)COc1ccc(Br)cc1)C1CCCO1 (centres undefined) | 0 | 2 | -2 | 2 | 16 | -2 | -2 | -2 | -1 |
| CCCCOP(=O)(c1ccc(N(C)C)cc1)C(O)c1cc(OC)c(OC)c(OC)c1 (centres undefined) | -7 | 4 | 5 | 3 | -2 | 3 | -1 | 6 | -2 |
| COc1cccc(-c2ccnc3[nH]n(-c4ccccc4)c(=O)c23)c1 | -1 | 1 | 1 | 1 | 4 | 2 | 12 | -7 | 0 |
| Cc1ccc(-n2c(=O)c3sccc3n(Cc3cc(=O)n4ccccc4n3)c2=O)cc1 | 5 | -1 | 2 | -3 | 2 | 0 | -4 | -2 | 0 |
| CCCN(C(=O)c1cn(CC)c2nc(C)ccc2c1=O)c1c(N)n(Cc2ccccc2)c(=O)[nH]c1=O | -4 | 5 | 3 | 0 | -3 | -11 | 11 | -1 | 2 |
| Cc1c(NC(=O)C(C)OC(=O)CC2Sc3ccccc3NC2=O)c(=O)n(-c2ccccc2)n1C (centres undefined) | 2 | -1 | -1 | -1 | 4 | 5 | 2 | -3 | 5 |
| O=C(CCCn1c(=O)[nH]c2cc(Cl)ccc2c1=O)NC1CCCCCCC1 | -6 | -1 | -1 | -2 | 15 | 0 | 3 | 3 | -4 |
| C#CC[N+]1(CC#Cc2ccccc2)CCOCC1 | 2 | 2 | 5 | 1 | 5 | -1 | 3 | 3 | -6 |
| CC(C)(C)C1CCC(OCC(O)CN2CCCC2)CC1 (centres undefined) | 0 | -1 | 3 | 1 | 4 | 3 | 0 | 4 | -2 |
| CCN(CC)CCN1C(=O)C(=O)/C(=C(/O)c2c(C)[nH]c(C(=O)OC)c2C)C1c1ccc(OC)cc1 (centres undefined) | -2 | 3 | -3 | 0 | -1 | -3 | 4 | -3 | 4 |
| COc1ccc(CC(=O)N2CCN=C2SCc2ccc([N+](=O)[O-])cc2)cc1 | 2 | 12 | 9 | 5 | 0 | 0 | 2 | -4 | -3 |
| COc1cc2cc(/C=C/C(=O)c3ccco3)c(Cl)nc2cc1OC | -5 | -9 | 7 | -5 | -4 | -11 | 9 | -12 | -2 |
| Cc1cnc(C(=O)N2CCCC(N3CCN(c4ccccc4C)CC3)C2)cn1 (centres undefined) | 3 | 0 | 8 | 4 | 4 | -4 | 2 | 4 | -1 |
| CCOc1ccccc1N=C1NC(=O)CS1 | 0 | -1 | 6 | -5 | 5 | -1 | 4 | 9 | -2 |
| COc1ccc2c(CC(=O)Nc3ncc(C)s3)coc2c1 | 4 | -7 | 3 | 1 | 1 | 0 | 10 | -2 | -3 |
| Cc1ccc(NC(=O)CCN2CCCCC2)cc1 | 3 | 3 | 2 | -1 | 7 | -1 | 6 | 2 | 0 |
| Cc1cccc(C(=O)NNC(=O)c2ccc(S(=O)(=O)N3CCOCC3)cc2)c1 | -1 | 5 | 3 | -3 | 2 | 0 | 8 | 1 | 6 |
| CC(C(=O)Nc1ccc(F)c(F)c1F)N1CCCCCC1 (centres undefined) | 2 | 2 | 3 | 1 | 2 | 4 | 2 | 0 | 4 |
| O=C(CSc1nnc(CNC(=O)c2cccc(C(F)(F)F)c2)o1)NC1CCCC1 | -1 | 0 | 0 | 2 | 11 | 1 | 5 | 1 | -5 |
| CCN(CC(=O)NCc1ccc(F)cc1)C(=O)c1ccc(COc2ccccc2)cc1 | -5 | -1 | 5 | -3 | 7 | 3 | 3 | -12 | 6 |
| COc1ccccc1CNS(=O)(=O)c1cccc2nsnc12 | 1 | 4 | -2 | -6 | 6 | 2 | 3 | -4 | -2 |
| CC(=O)c1c(COC(=O)c2ccc(Cl)cc2)nc2ccccc2[n+]1[O-] | -2 | 6 | 5 | 0 | 2 | 5 | 14 | 20 | 4 |
| NC(=O)c1cc(S(=O)(=O)N2CCOCC2)ccc1N1CCCC1 | 0 | 5 | 5 | 1 | 0 | 1 | -4 | 6 | 3 |
| O=C(CSc1ncn[nH]1)NNC(=O)c1ccccc1 | -1 | 2 | 1 | 1 | 4 | 0 | -3 | 5 | -3 |
| COCc1nc2ccccc2n1CCc1ccccc1 | -3 | 40* | 0 | 3 | 6 | -3 | 12 | -3 | -3 |
| O=C(NCCNCCO)C1(C(F)(F)F)C/C(=C\Cc2ccccc2)CCCO1 (centres undefined) | 4 | 2 | 5 | 1 | 2 | -1 | 4 | 4 | -1 |
| CCc1cccc(C)c1NC(=O)CSc1nnc(C)o1 | 6 | -2 | 7 | -7 | 8 | -2 | -2 | -4 | 0 |
| Cc1ccc(C(=O)N2CCN(C(=O)c3ccccc3)C2c2ccc(N(C)C)cc2)cc1 (centres undefined) | 5 | -1 | 2 | -2 | 2 | -7 | 0 | 0 | 1 |
| COc1ccc(S(=O)(=O)N(C)C[C@H]2Oc3ccc(NC(=O)NC4CCCCC4)cc3C(=O)N([C@H](C)CO)C[C@@H]2C)cc1 | . | . | -1 | . | -2 | . | 1 | 6 | -1 |
| CCCCC1(CC)C(=O)NC(=O)NC1=Nc1ccc(OC)cc1 (centres undefined) | 0 | 7 | 1 | 5 | 10 | 3 | 3 | 4 | -3 |
| Cc1[nH]nc2c1C1(CCC(c3ccccc3)CC1)C(C#N)=C(N)O2 (centres undefined) | -2 | 3 | 3 | -1 | -1 | 0 | 8 | 4 | -12 |
| COC(=O)CCCC1=CC2=CC(=O)C(C)(OC(=O)c3cccs3)C(=O)C2=CN1c1ccccc1 (centres undefined) | 5 | 19 | 11 | 0 | 6 | 2 | 5 | 3 | -9 |
| CCC(=O)Oc1ccc(-c2nc(-c3cccnc3)no2)cc1 | -2 | -4 | 11 | -2 | 7 | 0 | 11 | 5 | 1 |
| COc1ccccc1-c1nnc2n1N=C(c1ccc(OC(F)F)c(OCC3CC3)c1)CS2 | . | . | 2 | . | 8 | . | -1 | 0 | 1 |
| O=C(NC1CCCCCC1)C1CCCN(c2ncccn2)C1 (centres undefined) | 0 | 0 | 2 | 0 | 0 | 4 | 4 | 6 | -3 |
| Nc1ccc(O)c2ccccc12 | 8 | 62* | 17 | 1 | . | 4 | . | . | 10 |
| COc1ccc(OCc2cc(C(=O)N3CCCC(CO)C3)no2)c2ccccc12 (centres undefined) | 9 | 6 | 9 | -2 | 3 | 1 | 7 | -8 | -5 |
| O=C(O)c1cccc(NC(=S)NC(NC(=O)c2ccccc2[N+](=O)[O-])C(Cl)(Cl)Cl)c1 (centres undefined) | 2 | -3 | 6 | 0 | 5 | 1 | 2 | 8 | 0 |
| Nn1c(CN2CCCCC2)nc2ccccc2c1=O | 3 | -6 | 4 | 1 | -7 | 1 | -13 | 0 | -3 |
| CC1(C(=O)O)CC(C)(C(=O)O)CC(C)(C(=O)O)C1 (centres undefined) | 1 | 2 | -4 | -3 | -2 | 2 | 7 | 2 | 3 |
| COc1cccc(-c2nn(Cc3ccccc3)cc2CO)c1 | 4 | 1 | 4 | 2 | 6 | 2 | -1 | -4 | -3 |
| Cc1ccc(NC(=O)c2ccco2)c(NC(=O)c2ccccc2C)c1 | 4 | 4 | -1 | 3 | 4 | 0 | 5 | -12 | -1 |
| COc1ccccc1-c1cc(C(=O)NC(C)c2ccccc2)no1 (centres undefined) | 5 | -4 | -7 | -6 | 3 | -1 | 5 | 3 | -1 |
| Cc1cc(NC(=O)Nc2cccc(C(F)(F)F)c2)n(C)n1 | 6 | 2 | 1 | 2 | 0 | -1 | -1 | -2 | -8 |
| O=C(NC(=S)Nc1ccccc1F)C1CCCCC1 | 4 | 0 | 3 | -1 | 1 | 0 | -1 | -4 | -3 |
| CCCOc1cccc(C(=O)N(Cc2ccc(OC)c(OC)c2)C2CCS(=O)(=O)C2)c1 (centres undefined) | 1 | -1 | 0 | -2 | 0 | -2 | 11 | -5 | -1 |
| COC(=O)CSc1nnc(CNC(=O)c2ccc(S(=O)(=O)N3CCCCC3)cc2)n1C | 5 | 2 | -3 | 2 | 5 | 6 | 1 | -1 | -2 |

Other records
| Structure | PME-1 primary | GSTO1 counter | pPAFAH inh | LYPLA1 counter | PAFAH1B2 FP inh | Fam108B inh | PAFAH1B3 FP inh | PAFAH2 inh | PAD4 FP inh |
| --- | --- | --- | --- | --- | --- | --- | --- | --- | --- |
| CCCOC(=O)c1ccc(NC(=O)c2cnccn2)cc1 | -2 | 0 | 3 | -3 | 1 | 7 | 1 | 7 | 0 |
| O=C(COc1ccccc1)NCC(c1ccco1)N1CCN(c2ccc(F)cc2)CC1 (centres undefined) | 4 | 3 | 4 | 2 | -2 | -1 | 1 | -2 | 2 |
| COc1ccc(N2CC(C(=O)N3CCN(c4ccccc4OC)CC3)CC2=O)cc1 (centres undefined) | 3 | 0 | -1 | 0 | 6 | 3 | -5 | -5 | -1 |
| O=C(NCc1ccccc1)c1ccc(CN2CCOCC2)cc1 | 0 | 2 | 2 | 3 | 3 | 1 | 11 | 1 | 1 |
| Cc1ccc2cc(C#N)c(N3CCCN(C(=S)NCCCN(C)C)CC3)nc2c1 | 3 | 1 | 5 | -2 | 6 | -2 | 1 | 2 | 6 |
| Cc1cccc(NC(=O)c2cc(S(=O)(=O)N3CCCC3)cn2C)c1 | 0 | -2 | 4 | 1 | 0 | -2 | -9 | -4 | -3 |
| CCCCOCCCNC(=O)C1CCCCC1 | 2 | 3 | 3 | 0 | 4 | 2 | 5 | 0 | 0 |

This is a subset; rates above refer to the full screens.
